Source: PubChem BioAssay
PLCg1 inh: blocks human PLC-gamma1 enzyme activity | 370,000 tested, 0.84% active | P19174 | AID 720700 | inhibition, % at 12.2 µM | purified PLC-gamma1, fluorogenic substrate, fluorescence; in the data active means inhibition above about 9.5%
hgDAF12 agonist: agonists of H. glycines DAF-12 nuclear receptor; HEK293 GAL4-hgDAF12 UAS-luciferase reporter, agonist luminescence; normalized to butyrate control; activation, % at 6.8 µM; 370,000 tested, 1.8% active; AID 687014;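 active means activation above a cutoff set at the mean of all screened compounds plus 3 SD, cut at about 10% in these data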;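 further: 0% = DMSO wells and 100% = sodium butyrate wells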
ssDAF12 agonist: activates DAF-12 receptor from parasite S. stercoralis; HEK293 ssDAF-12/GRIP1 lit1-tk-luc reporter, luminescence; % of 3 µM dafachronic acid response; activation, % at 6.8 µM; 370,000 tested, 1% active; AID 652126;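 active means activation above the mean over all tested compounds plus 3 SD, cut at about 0.9% in these data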;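 further: 0% = DMSO-only wells and 100% = 3 µM delta7-dafachronic acid wells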
NR1D1 modulator: modulates human Rev-erb alpha binding to DNA; P20393; Rev-erbα–FITC-DNA binding, fluorescence polarization, 90 min; activity, % at 10 µM; 370,000 tested, 0.79% active; AID 1259318;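 active means activity above about 14%, limit read from the data; passing the limit was not always enough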;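 further: 0% = DMSO wells with 35 nM protein and 100% = DMSO wells with 750 nM protein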
ADAM17 inh: inhibits human ADAM17; recombinant ADAM17, EDANS/DABCYL FRET peptide cleavage; 370,000 tested, 0.83% active; inhibition, % at 6.95 µM; AID 720648;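 active means inhibition above the mean of compounds lying between control limits plus 3 SD, set per campaign, cut at about 8.5% in these data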;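 further: 0% = DMSO-only wells as the low control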
PLCb3 inh: blocks human PLC-beta3 enzyme activity; Q01970; Purified PLC-beta3, fluorogenic substrate, fluorescence; inhibition, % at 12.2 µM; 370,000 tested, 0.18% active; in the data active means inhibition above about 11%;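 further: 0% = median of compound wells on plate and 100% = full blocker control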
hcDAF-12 act: activators of H. contortus DAF-12 nuclear receptor | activation, % at 6.8 µM | HEK293 hcDAF-12 lit1-tk-luc reporter, luminescence; 0% DMSO, 100% Δ7-dafachronic acid | AID 652067 | 370,000 tested, 1.4% active;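 active means activation above the mean of all tested compounds plus 3 SD, cut at about 5.5% in these data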;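 further: 100% = response to 3 µM Δ7-dafachronic acid high control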
SMARCA2 act: activators of SMARCA2 function; MG213 cells, MMTV-luciferase reporter, dexamethasone, overnight; activation, % at 9.1 µM; 370,000 tested, 1% active; in the data active means activation above about 7.8%;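 further: 0% = vehicle wells and 100% = reference activator wells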
DAX1 inh-1: DAX1 (NR0B1) inhibition, primary screen; 370,000 tested, 1.1% active; HEK293T StAR-luciferase reporter, SF-1/DAX-1 repression relief; AID 652010; inhibition, % at 6.8 µM;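 active means inhibition above the mean over all tested compounds plus 3 SD, cut at about 3.6% in these data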;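 further: 0% = DAX-1 cells with DMSO and 100% = cells lacking DAX-1 with DMSO; higher inhibition means more luminescence from relief of DAX-1 repression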
DAX1 inh-2: NR0B1 (DAX1) inhibition. 340,000 tested, 0.99% active. P51843. AID 504766. inhibition, % at 6.75 µM. HEK293 Gal4-DAX1 luciferase reporter, luminescence;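 active means inhibition above the mean over all tested compounds plus 3 SD, cut at about 4.2% in these data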;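 further: 0% = DAX1-transfected cells with DMSO and 100% = empty-vector control cells with DMSO; inhibition shows as a rise in luminescence from relieved DAX1 repression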
Target sequence (P51843 207-470 limits assumed): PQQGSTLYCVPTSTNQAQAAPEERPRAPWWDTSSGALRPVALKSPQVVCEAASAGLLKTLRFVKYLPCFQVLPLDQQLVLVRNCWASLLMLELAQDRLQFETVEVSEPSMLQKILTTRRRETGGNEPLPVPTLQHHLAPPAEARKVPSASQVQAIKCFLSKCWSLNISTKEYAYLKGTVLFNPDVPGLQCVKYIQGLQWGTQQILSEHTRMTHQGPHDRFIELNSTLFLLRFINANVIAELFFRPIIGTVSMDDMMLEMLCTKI
MBD2 DNA inh: MBD2-methylated oligo binding inhibition. 370,000 tested, 0.31% active. TR-FRET, MBD2 binding to methylated oligonucleotide. Q9UBB5. inhibition, % at 4.4 µM; in the data active means inhibition above about 13%
Target sequence (Q9UBB5 whole entry, looked up): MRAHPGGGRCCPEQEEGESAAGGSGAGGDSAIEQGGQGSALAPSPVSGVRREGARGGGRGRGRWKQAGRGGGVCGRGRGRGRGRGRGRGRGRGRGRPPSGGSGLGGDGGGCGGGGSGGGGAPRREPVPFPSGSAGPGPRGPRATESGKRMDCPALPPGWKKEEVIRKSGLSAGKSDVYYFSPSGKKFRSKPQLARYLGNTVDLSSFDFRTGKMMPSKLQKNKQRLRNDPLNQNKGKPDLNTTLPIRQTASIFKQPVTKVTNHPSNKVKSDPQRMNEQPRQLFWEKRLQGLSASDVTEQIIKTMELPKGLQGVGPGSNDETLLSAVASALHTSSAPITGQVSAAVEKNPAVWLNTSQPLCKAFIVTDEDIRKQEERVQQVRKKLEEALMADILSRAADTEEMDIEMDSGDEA
* = called active by the depositor; · = no result given; & = joins results of further samples.

SMILES	PLCg1 inh	hgDAF12 agonist	ssDAF12 agonist	NR1D1 modulator	ADAM17 inh	PLCb3 inh	hcDAF-12 act	SMARCA2 act	DAX1 inh-1	DAX1 inh-2	MBD2 DNA inh
CCCn1c(SCC(=O)Nc2ccc3c(c2)OCO3)nc2c1c(=O)n(C)c(=O)n2C	0.4	-3.6	-1.1	0.5	-0.8	1.0	-1.4	-1.3	0.0	0.6	-5.1
CC(C)(C)NC(=O)NC(=O)COc1ccc(Br)cc1Br	10.9*	17.3*	-0.1	-3.2	6.2	7.0	6.6*	2.0	7.5*	2.4	-4.6
CC1CCCC(C)N1C(=O)COC(=O)c1cc(Br)ccc1Cl (stereo not drawn)	3.3	-0.1	-1.7	-6.5	-2.7	4.0	0.7	0.6	-0.3	2.1	-1.9
CCOc1ccc(Br)cc1C(=O)N/N=C/c1cccc(C)n1	0.9	1.0	-1.7	1.1	-4.8	-7.4	-1.1	-2.6	-0.1	1.3	2.1
COc1cccc(-c2nnn(CC(=O)NC3CCCC3)n2)c1OC	0.3	-0.8	-1.1	6.4	-4.8	2.8	-2.3	-4.3	-0.8	-0.2	-7.6
COc1ccc(CC(=O)Nc2cccc(S(=O)(=O)N3CCCCC3)c2)cc1	3.5	0.7	-1.1	4.9	3.7	2.1	-2.8	1.6	-1.9	-0.3	39.6*
COc1ccc(/C=C2\SC(=O)N(CCC(=O)N3CCCCC3)C2=O)cc1OC	-3.9	-0.6	-0.6	-7.3	-0.4	-4.0	-0.6	-1.9	0.1	5.8*	-5.9
CCCNC(=O)NS(=O)(=O)c1ccc(Cl)cc1	1.1	0.7	-1.0	9.7&-1.6	-6.7	2.4	0.4	-1.9	0.1	-2.1	-0.4
COc1ccc(CCNC(=O)c2cccc(S(=O)(=O)N3CCc4ccccc4C3)c2)cc1	0.3	-0.8	-0.9	-2.9	1.7	-5.1	-0.3	2.2	-0.5	-0.1	-0.5
COc1ccc(C)cc1N(CC(=O)N1CCc2ccccc2C1)S(C)(=O)=O	8.7	-1.6	-0.2	-1.4	3.2	0.5	-0.3	-1.7	0.7	1.6	1.3
CSc1nc2ncc(C(=O)O)c(N)n2n1	7.3	-1.1	-1.5	-3.3	2.7	1.7	0.0	2.6	-0.2	0.5	1.4
CCOc1ccc(C(=O)OCC(=O)NCc2ccccc2)cc1OCC	-0.7	2.1	-1.1	-1.3	-2.3	-4.1	-1.5	-1.2	-1.2	-0.4	-0.6
CC(C)(C)OC(=O)N1Cc2ccccc2C[C@H]1C(=O)N1CCC[C@H]1C(=O)O	-1.0	1.5	-1.3	-1.3	-2.9	1.8	-0.6	0.9	0.0	0.4	-3.9
O=C(N/C(=C\c1cccs1)C(=O)N1CCCCCC1)c1ccccc1	0.3	1.5	-1.7	0.6	-1.5	-1.6	0.0	-3.3	0.6	0.0	3.8
COc1cccc(C(=O)N2CCN(S(=O)(=O)Cc3ccccc3)CC2)c1OC	-0.8	0.2	-0.4	-2.8	-1.0	2.4	2.8	0.0	-0.2	0.9	-4.5
O=S(=O)(NC1CC1)c1ccc(S(=O)(=O)N(Cc2ccccn2)C2CCCC2)cc1	0.6	-3.0	-0.5	-1.4	0.8	-0.2	-2.0	-0.6	0.0	0.7	-0.3
CCCCCCNC(=O)CC(NS(=O)(=O)c1ccc(OC)cc1)C(C)C (stereo not drawn)	-1.8	-2.5	-1.1	3.1	-2.4	-0.8	-2.7	-2.5	0.2	-0.5	-0.3
O=C(CNC(=O)c1ccco1)OCc1ccccc1Cl	-0.9	0.2	-1.1	0.2	-4.1	-3.1	-0.5	-3.3	-0.9	2.1	1.3
CC(OC(=O)C1CCCCC1)C(=O)Nc1cccc([N+](=O)[O-])c1 (stereo not drawn)	6.3	0.4	-1.0	3.0	0.7	-1.5	-2.1	-4.9	-2.1	-0.3	-0.5
CN(C)C(CNC(C(=O)Nc1ccc([N+](=O)[O-])cc1Br)c1ccccc1)c1ccccc1 (stereo not drawn)	1.5	-3.0	-1.2	-8.8	0.8	-5.2	-0.8	-1.3	-0.6	-0.2	-0.1
O=C(Cc1cn2ccsc2n1)Nc1nc2c(s1)CN(Cc1ccccc1)CC2	-16.4	3.6	-1.1	-1.5	-15.9	-19.5	0.6	-3.6	0.5	1.5	2.2
O=C(O)c1ccc(CP(=O)(c2ccccc2)c2ccccc2)cc1	6.6	-0.2	-1.2	1.5	0.8	-1.0	-0.7	-1.1	0.0	0.9	-1.6
Cc1c(C2=CCN(S(=O)(=O)c3ccc(Cl)cc3)CC2)c2ccccc2n1C	-18.9	-3.5	-1.0	7.7	-4.4	-23.5	-0.5	-0.3	0.1	0.6	-5.2
C[N+]1(CCOc2ccc([N+](=O)[O-])cc2)CCOCC1	-2.8	0.6	-1.0	2.3	-6.3	1.1	0.2	-0.5	0.1	0.8	3.7
S=c1[nH]nc(-c2ccc(Br)cc2)n1-c1ccc2c(c1)OCCO2	-1.6	-2.0	-2.0	1.4	6.1	-11.0	0.5	-1.5	-0.3	3.2	-3.0
COc1ccc(C(=O)NC(=S)N2CCCc3ccccc32)cc1OC	-30.6	-3.6	-1.0	0.1	2.1	-40.3	-0.1	-4.2	0.3	-0.5	-3.7
CCCCS(=O)(=O)Nc1ccc(C(=O)NCC2CCCO2)cc1 (stereo not drawn)	2.9	-0.6	-1.6	1.2	-1.7	2.8	-0.1	1.0	0.9	0.5	-6.0
COCCn1c(SCC(=O)Nc2cc(C)on2)nc2ccccc2c1=O	2.3	1.2	-1.6	2.2	-6.5	-4.8	-1.3	2.0	1.3	0.3	-0.9
Cc1onc(-c2ccccc2Cl)c1C(=O)NCc1cccnc1	0.3	0.3	-0.4	0.8	-3.6	-0.3	-1.9	-1.3	0.3	-0.7	0.5
COCCn1c(SCC(=O)Nc2ccc(OC)cc2OC)nc2ccccc2c1=O	0.3	-2.8	-0.4	3.3	0.3	0.9	0.2	1.5	-0.3	2.9	-8.1
COc1ccccc1C1C(C(N)=O)=C(C)Nc2nc(-c3ccc(Cl)cc3)nn21 (stereo not drawn)	-8.4	0.1	-0.3	-5.0	-5.6	-8.7	-1.1	-1.0	-0.5	3.1	0.6
Cc1cc(N2CCN(C(=O)c3ccco3)CC2)nc(-c2ccccc2)n1	-0.2	-1.0	-1.5	1.3	-0.1	5.3	-2.4	-3.5	-1.2	-0.2	-3.4
Cc1cc(S(=O)(=O)NCc2cccnc2)ccc1-n1cnnn1	3.8	1.4	-1.3	2.6	2.0	5.8	-1.8	-1.1	-0.6	-0.5	-1.7
Cc1occc1-c1nnc(SCC(=O)N2CCCCC2)n1C	-2.8	2.1	-1.4	-4.5	-3.4	-6.2	0.6	-2.1	3.3	0.1	0.2
O=C1Nc2c(c(=O)[nH]c(=O)n2-c2ccccc2)C1(Nc1ncccn1)C(F)(F)F (stereo not drawn)	6.6	1.2	-0.9	-1.9	0.1	1.6	-0.6	0.5	-0.3	0.6	0.5
Cc1cc(=O)oc2c(C)c(OC(C)C(=O)NCc3ccccn3)ccc12 (stereo not drawn)	-9.2	1.1	-0.9	-4.3	-36.1	-14.1	-2.3	-2.2	-0.1	-0.3	1.9
COc1cccc(-c2ccc(C#N)c(SCC(=O)NCCc3cccc(Cl)c3)n2)c1	-32.4	1.0	-1.7	34.1*	-15.1	-44.2	0.2	-1.9	0.1	-0.7	1.5
Cc1cccc(C(=O)Nc2nnc(-c3ccc(C(C)(C)C)cc3)s2)c1	1.0	1.3	-0.6	18.9	-5.5	-3.9	-1.4	-2.0	0.3	0.3	0.9
COc1ccc(N(CC(O)Cn2cnc3ccccc32)S(=O)(=O)c2ccc(C)cc2)cc1 (stereo not drawn)	5.8	-2.5	-1.1	5.8	8.3	3.1	2.1	-3.5	0.4	0.1	1.2
CCOC(=O)Cc1c(C)nc2cc(C)nn2c1C	-12.2	0.3	-0.6	-5.7	-5.2	-13.6	-1.3	-1.1	-0.4	0.5	-4.7
C=CCOC(=O)C1C(=O)CC(C)(O)C(C(=O)OCC=C)C1c1ccc(OC)cc1 (stereo not drawn)	1.2	0.3	-1.2	2.7	-4.2	0.1	-0.7	-1.8	-0.8	1.1	-2.5
CCC(=O)NC(Nc1nc(C)cs1)(C(=O)OC)C(F)(F)F (stereo not drawn)	7.8	1.1	-0.5	-4.8	0.2	10.7*	3.8	-2.1	0.0	-0.3	3.7
O=C1NC(c2ccccc2)=NC1(Nc1ccccn1)C(F)(F)F (stereo not drawn)	5.4	-1.8	0.2	-2.2	0.1	5.6	0.4	-3.4	0.6	1.3	2.1
CCN(CC#CCC(O)(c1ccccc1)c1ccccc1)C(C)C	2.5	-2.1	-0.3	-1.9	-0.3	2.3	-3.2	1.9	0.0	0.8	-1.3
Cc1c(-c2ccco2)[n+](=O)c2c(n1[O-])CCCCC2	0.4	0.8	-1.1	-1.0	-3.0	-4.8	0.0	-3.0	-0.1	1.8	3.1
Nc1ccccc1S(=O)(=O)NC1=NCCCCC1	5.1	-2.8	-0.4	1.9	-1.9	2.5	0.5	-2.6	-0.2	4.4*	4.7
O=C(O)c1ccc(NS(=O)(=O)c2ccc3c(c2)C(=O)c2ccccc2C3=O)cc1	0.3	-2.0	-0.8	-3.9	-2.5	-3.8	-0.7	-3.8	-0.6	·	-7.3
CC(C)=CC(=O)Nc1nnc(C(C)C)s1	3.4	8.9	-0.6	-0.7	-1.7	1.7	1.9	5.8	2.7	2.0	4.8

Grouped by structure, the entries above containing an aryl thioether with sulfur outside any ring (6)
SMILES	PLCg1 inh	hgDAF12 agonist	ssDAF12 agonist	NR1D1 modulator	ADAM17 inh	PLCb3 inh	hcDAF-12 act	SMARCA2 act	DAX1 inh-1	DAX1 inh-2	MBD2 DNA inh
CCCn1c(SCC(=O)Nc2ccc3c(c2)OCO3)nc2c1c(=O)n(C)c(=O)n2C	0.4	-3.6	-1.1	0.5	-0.8	1.0	-1.4	-1.3	0.0	0.6	-5.1
CSc1nc2ncc(C(=O)O)c(N)n2n1	7.3	-1.1	-1.5	-3.3	2.7	1.7	0.0	2.6	-0.2	0.5	1.4
COCCn1c(SCC(=O)Nc2cc(C)on2)nc2ccccc2c1=O	2.3	1.2	-1.6	2.2	-6.5	-4.8	-1.3	2.0	1.3	0.3	-0.9
COCCn1c(SCC(=O)Nc2ccc(OC)cc2OC)nc2ccccc2c1=O	0.3	-2.8	-0.4	3.3	0.3	0.9	0.2	1.5	-0.3	2.9	-8.1
Cc1occc1-c1nnc(SCC(=O)N2CCCCC2)n1C	-2.8	2.1	-1.4	-4.5	-3.4	-6.2	0.6	-2.1	3.3	0.1	0.2
COc1cccc(-c2ccc(C#N)c(SCC(=O)NCCc3cccc(Cl)c3)n2)c1	-32.4	1.0	-1.7	34.1*	-15.1	-44.2	0.2	-1.9	0.1	-0.7	1.5
